From PubChem
RNase H inhibition – RNase H inhibition, HIV 1 Gag Pol polyprotein, FRET biochemical assay, screening (AID 372); HIV-1 RT RNase H, FRET RNA/DNA substrate fluorescence; higher % means a stronger effect; inhibition, % at 10 µM; hits with a dose series show IC50 in µM; hit rate 0.77% among 100,000; in the data active = inhibition above about 50%
Numbers without * were called inactive. This is a subset; count on the stated rates, not on these rows.

SMILES,RNase H inhibition
Cc1ccc(Cl)cc1NC(=O)CSc1nc2ccc([N+](=O)[O-])cc2s1,14.0%
O=C(CCc1ccccc1)Nc1cccc(Cl)c1Cl,9.0%
Cc1ccc2cccc(SCC(=O)Nc3ccc([N+](=O)[O-])cc3)c2n1,8.0%
CCCOC(=O)c1c(-c2ccc(OCC)cc2)csc1N,15.0%
O=C(CSc1nc2ccccc2c(=O)n1CC1CCCCC1)c1ccc(Cl)cc1,11.0%
Cc1ccccc1C(=O)NNC(=O)Nc1ccccc1,7.0%
O=C(Nc1ccc(F)cc1F)c1sc2cc(Cl)ccc2c1Cl,5.0%
Cc1cc(C)cc(NC(=O)C2CC(=O)N=C(N)S2)c1 (centres undefined),0.0%
COc1ccccc1NC(=O)C1=C(C)NC(=O)NC1c1ccc([N+](=O)[O-])cc1 (centres undefined),7.0%
COc1ccccc1NC(=O)C1=C(C)NC(SC)=C(C#N)C1c1ccccc1Cl (centres undefined),8.0%
O=C(NCCSc1ccccn1)c1ccc(Br)cc1,7.0%
Cc1cc(C(=O)N/N=C/c2c(Cl)cccc2Cl)n[nH]1,5.0%
COc1ccc(/C=C2\CCC/C(=C\c3ccc(OC)c(OC)c3)C2=O)cc1OC,17.0%
Cc1cc2c(cc1C)[n+](C)cn2CC(O)COC1CCCCC1 (centres undefined),6.0%
COc1cccc(/C=N/NC(=O)c2ccccc2OCc2ccccc2)c1OC,7.0%
COc1ccc(C(=O)Nc2ccc(S(N)(=O)=O)cc2)cc1,7.0%
CCOc1cc(/C=C2\SC(N)=NC2=O)ccc1OCCOc1ccc(Br)cc1,7.0%
COc1cccc(NC(=O)/C(=C/c2ccccc2)c2ccccc2)c1,5.0%
COc1ccc(S(=O)(=O)CCc2nnc(-c3ccc(Br)cc3)o2)cc1,7.0%
O=C(CC(c1ccccc1)c1ccccc1)c1ccc2c(c1)OCCO2,11.0%
CC(=O)Nc1ccc(NC(=O)CSc2nc3ccccc3o2)cc1,3.0%
COc1ccc(C(=O)Nc2cc(C(=O)Nc3ccccc3)ccc2OC)cc1,17.0%
Cc1cc(C=NNC(=O)CC#N)c(C)n1-c1ccc(Cl)c(Cl)c1,29.0%
O=C(Cc1ccccc1[N+](=O)[O-])N1CCN(c2ccc(F)cc2)CC1,0.0%
COc1cccc(CN2CCN(C3CCC(C)CC3)CC2)c1 (centres undefined),6.0%
C/C(=C\C(=O)OC1CC(C)(C)NC(C)(C)C1)NC1CC(C)(C)NC(C)(C)C1,24.0%
CC1=CC(C)(C)N(C(=O)C(Cc2ccccc2)N2C(=O)c3ccccc3C2=O)c2ccccc21 (centres undefined),6.0%
O=C(N/N=C/c1ccncc1)c1cc2ccccc2cc1O,15.0%
Cc1occc1C(=O)NCCc1cccc(Cl)c1,0.0%
O=C(/C=C(/O)c1ccc(Cl)cc1)C(=O)Nc1ccccc1,15.0%
Oc1c(Cl)cc(Cl)cc1C=Nc1cc(Cl)cc(Cl)c1,12.0%
COc1ccccc1N1C(=O)c2cccc3c(N(C)C)ccc(c23)C1=O,7.0%
Cc1cc(C)nc(SCC(=O)Nc2ccc(Cl)cc2)n1,2.0%
O=C(COc1ccccc1Cl)Nc1cccc(NC(=O)c2ccccc2)c1,6.0%
COc1cc(NC(=O)c2cc([N+](=O)[O-])ccc2N2CCCCCC2)c2ncccc2c1,9.0%
O=S(=O)(NC1c2ccccc2Oc2ccccc21)c1ccccc1,6.0%
CCOc1ccc2nc(NC(=O)c3ccccc3C(=O)O)sc2c1,17.0%
O=C(CN1C(=O)c2ccccc2C1=O)Nc1ccc(F)c(F)c1,0.0%
COCC(=O)Nc1ccc(OCc2ccccc2)cc1,7.0%
O=C(N1CCN(c2ccc([N+](=O)[O-])cc2)CC1)S(=O)(=O)c1ccccc1,18.0%
CCOC(=O)c1c(NC(=O)CCc2ccccc2)sc(C(=O)Nc2ccc(C)c(Cl)c2)c1C,8.0%
CCCOc1cccc(NC(=O)c2ccc(C)o2)c1,7.0%
CCOC(=O)C(=CNc1ccc(OC)c(OC)c1)C(=O)OCC,11.0%
O=C(C#Cc1ccccc1)Nc1ccc(Cl)cc1,7.0%
O=C1c2ccc(-c3nc4ccccc4c(=O)o3)cc2C(=O)N1c1ccccc1[N+](=O)[O-],0.0%
Cc1ccc(C=Nc2ccc(Cl)c([N+](=O)[O-])c2)o1,3.0%
CN1CCC(=NNC(=O)C(=O)Nc2cccc(C(F)(F)F)c2)CC1,2.0%
Cc1cc(Br)cc2c1N(C)C(=O)C2(c1ccc(O)cc1)c1ccc(O)cc1,13.0%
Cc1ccc(NC(=O)CN2CCOCC2)c(C(=O)c2ccccc2)c1,0.0%
COc1c(Cl)cc(Cl)cc1/C=C(\C#N)c1nc(-c2ccccc2)cs1,3.0%
O=C1CS/C(=N\N=C\c2cc([N+](=O)[O-])ccc2O)N1,0.0%
CCOC(=O)c1c(NC(=O)CC2SC(N)=NC2=O)sc2c1CCCC2 (centres undefined),12.0%
COc1ccc(NC(=O)CN(c2cc(Cl)cc(Cl)c2)S(C)(=O)=O)cc1Cl,11.0%
N#Cc1c(NC(=O)CCCOc2ccc(Cl)cc2Cl)sc2c1CCCC2,11.0%
Cc1ccccc1NC1(c2ccccc2Cl)C(=O)c2ccccc2C1=O,5.0%
O=C1C(Cl)=C(N2CCOCC2)C(=O)N1c1ccccc1Cl,0.0%
CCOc1cccc(NC(=O)/C(C#N)=C/c2cc(C)n(-c3ccccc3)c2C)c1,9.0%
CCO/C=C1\C(=O)N(c2ccccc2Cl)C(=O)c2ccccc21,18.0%
CCn1c2ccccc2c2cc(CN3CCN(Cc4cccc(OC)c4)CC3)ccc21,9.0%
Cc1cc([N+](=O)[O-])ccc1NC(=S)NC(=O)Cc1ccccc1,11.0%

Continuation:
SMILES,RNase H inhibition
CCOc1ccc(N(CC(=O)NCCSc2ccccn2)S(C)(=O)=O)cc1,3.0%
CCOc1ccc(C2(C)CC(=O)NC2=O)cc1 (centres undefined),1.0%
CN(C)c1ccc(/C=C2\SC(N3CCN(C(c4ccccc4)c4ccccc4)CC3)=NC2=O)cc1,22.0%
COc1cc(/C=C2\SC(=S)NC2=O)cc(Cl)c1OCCOc1cc(C)ccc1C,11.0%
CN1c2ccccc2-c2ccccc2C12C=Cc1cc(Br)ccc1O2 (centres undefined),6.0%
O=C(Nc1ccc(Br)cc1)c1cccs1,2.0%
C=CCN1C(=O)/C(=C\c2cc(Cl)c(OCc3ccccc3)c(OCC)c2)SC1=S,4.0%
COc1ccc(C2CC(=O)C3=C(C2)Nc2ccccc2NC3c2cc(Br)ccc2OC)cc1 (centres undefined),19.0%
COc1ccc(OC)c(NC(=O)c2ccccc2[N+](=O)[O-])c1,6.0%
CC(=O)N1CCN(c2ccc(NC(=O)c3cc(Cl)ccc3Cl)cc2)CC1,1.0%
Oc1ccc(Nc2nc(-c3ccccc3)cs2)cc1,20.0%
CC12CCC(C(=O)N(c3cccc(O)c3)C1=O)C2(C)C (centres undefined),5.0%
CCN1C(=O)C(O)(C2COC(C)(C)CC2=O)c2ccccc21 (centres undefined),4.0%
Oc1[nH]c2ccccc2c1N=Nc1nc(-c2ccccc2)c2cc(Br)ccc2n1,17.0%
COc1cc2c(cc1OC)CN(Cc1ccc(Cl)c(Cl)c1)CC2,0.0%
Cc1cc2c(cc1C)CN(c1ccc(C=Nc3ccc(Br)cc3)cc1)C2,7.0%
CC(=O)Nc1ccccc1NC(=O)COc1ccc(Br)cc1,0.0%
CCCCOc1ccc(/C=N\Nc2nc(CC(=O)OCC)cs2)cc1,17.0%
O=C(c1cc2nc(-c3cccs3)cc(C(F)(F)F)n2n1)N1CCOCC1,10.0%
CCOC(=O)C1=C(C)N=c2s/c(=C/c3ccc(-c4ccc(OC)cc4[N+](=O)[O-])o3)c(=O)n2C1c1ccccc1OC (centres undefined),12.0%
COc1ccc(C)cc1NC(=O)CN(c1cccc(C(F)(F)F)c1)S(C)(=O)=O,12.0%
CCOc1ccccc1/C=C(\C#N)c1nc(-c2cc3cc(Br)ccc3oc2=O)cs1,1.0%
COc1ccc(/C=C2\SC(=Nc3cccc(Cl)c3C)NC2=O)cc1[N+](=O)[O-],41.0%
Clc1ccc(/C=N/Nc2nnc3c(n2)[nH]c2ccc(Br)cc23)c(Cl)c1,0.0%
Ic1ccc(OCCOc2cccc3cccnc23)cc1,17.0%
CCCC(=O)NC(c1cccc([N+](=O)[O-])c1)c1ccc2cccnc2c1O (centres undefined),13.0%
COC(=O)C(C)N(C(=O)c1cccc(Cl)c1)c1c(C)cccc1C (centres undefined),2.0%
CN(C(=O)c1ccccc1Cl)C1CCCCC1,0.0%
Cc1cc(NC(=O)c2ccccc2F)ccc1-c1cc2ccccc2oc1=O,22.0%
COC(=O)C1=C(C)NC(=O)CC1c1ccccc1C(F)(F)F (centres undefined),4.0%
N#CSC(CS(=O)(=O)c1cccc([N+](=O)[O-])c1)c1ccccc1 (centres undefined),5.0%
CC(C)N1CCc2c(sc3nc(SCc4ccc(Cl)cc4)n(-c4ccccc4)c(=O)c23)C1,21.0%
Cc1cc(Br)ccc1S(=O)(=O)Oc1ccc(Cl)cc1,23.0%
CC1=NN(c2ccc(S(N)(=O)=O)cc2)C(=O)/C1=C\c1ccc(N(C)C)cc1,15.0%
Cc1ccc(N2C(=O)NC(=O)/C(=C\c3cccc(O)c3)C2=O)cc1C,8.0%
COc1ccccc1N1CCN(/N=C(/C)c2ccc(Br)cc2)CC1,11.0%
Cc1ccc(OCc2nc(-c3ccccn3)no2)c(Br)c1,1.0%
O=C(C[n+]1cc(Br)cc2ccccc21)c1ccccc1,14.0%
CCOC(=O)CN1C(c2ccc(OC)cc2)Nc2ccc(Br)cc2C1c1ccccc1 (centres undefined),18.0%
O=C(Cn1c(=O)n(CC2CS2)c2ccccc21)c1ccccc1 (centres undefined),11.0%
CCCN1C(=O)c2ccccc2NC1c1ccc(OC)c(COc2ccccc2F)c1 (centres undefined),14.0%
Clc1ccc(/C=C/C=Nc2ccc(-c3nc4ccccc4o3)cc2)c(Cl)c1,27.0%
O=C(Nc1ccc(Cl)c(Cl)c1)O/N=C\c1ccc(Br)cc1,5.0%
CCOC(=O)C1=C(C)N=c2s/c(=C\c3cc([N+](=O)[O-])ccc3Cl)c(=O)n2C1c1ccc(OC)c(OC)c1 (centres undefined),11.0%
O=C(Nc1ccc2oc(-c3ccccc3)nc2c1)c1ccc2ccccc2c1,19.0%
O=C(CN(c1ccc(Br)cc1)S(=O)(=O)c1ccccc1)NC1CC2CCC1C2 (centres undefined),11.0%
CC(=O)Nc1ccccc1C(=O)N1CCC(Cc2ccccc2)CC1,6.0%
COc1cccc(C(=O)Nc2cccc(-c3cc4ccccc4oc3=O)c2)c1,16.0%
Cc1cc(OC(=O)c2ccc(Cl)c([N+](=O)[O-])c2)ccc1C(C)C,12.0%
CCOc1ccccc1CN1CCN(Cc2cc(OC)ccc2O)CC1,16.0%
Cc1cccc(OCC(=O)Nc2cc([N+](=O)[O-])ccc2F)c1C,5.0%
CC(C)(C)C(=O)Nc1ccc(Cl)cc1C(=O)O,0.0%
CCOC(=O)c1c(NC(=O)c2cc(-c3ccccc3Cl)nc3ccccc23)sc2c1CCC2,13.0%
CCOc1cc(/C=C2\SC(=O)NC2=O)ccc1OCCOc1ccccc1Cl,42.0%
COc1ccc(-c2nc3cc(N=C/C=C/c4cccc(Br)c4)ccc3o2)cc1,9.0%
CC1CCN(c2ccc3nonc3c2[N+](=O)[O-])CC1,3.0%
CC12CN(Cc3ccccc3)CC(C)(CN(Cc3ccccc3)C1)C2,3.0%
O=C(N/N=C/c1ccccc1C(=O)O)C(=O)N1CCCCC1,7.0%
O=C(Nc1ccccc1Cl)/C(=C/c1ccco1)NC(=O)c1ccc(Cl)cc1,0.0%
C/C(=N\NC(=O)c1ccco1)c1ccc(Cl)cc1,5.0%

Next section.
SMILES,RNase H inhibition
CC(C)OCCCNC(=O)C(=O)Nc1cccc(Cl)c1Cl,0.0%
COC(=O)c1ccc(-c2ccc(C=C3C(=O)N(C)C(=S)N(C)C3=O)o2)c(C)c1,4.0%
O=C1/C(=C\c2ccc3c(c2)OCO3)SC(=S)N1c1cccc(Cl)c1,12.0%
Clc1ccccc1OCCCn1ccnc1,0.0%
CCCC(=O)Nc1ccc(C)cc1[N+](=O)[O-],1.0%
COc1cc(OC)c(OC)cc1/C=C1\C(=O)NC(=O)N(c2cccc(C)c2)C1=O,13.0%
O=c1c2c3c(sc2ncn1/N=C/c1cccs1)CCCC3,13.0%
CC1/C(=N/O)CC(c2ccccc2)N(C)C1c1ccccc1 (centres undefined),2.0%
CCCCCC(=O)NN=C1c2ccccc2-c2ccccc21,22.0%
O=[N+]([O-])c1ccccc1C=Nc1ccc(Cl)c(Cl)c1,9.0%
COC(=O)C1C(=O)NCC1c1ccccc1 (centres undefined),0.0%
CC(NC(=O)C12CC3CC(CC(C3)C1)C2)C(=O)Nc1ccc(S(=O)(=O)Nc2nccs2)cc1 (centres undefined),12.0%
O=C(O)CCC(=O)N1N=C(c2ccc(Br)cc2)CC1c1cccc([N+](=O)[O-])c1 (centres undefined),13.0%
C(=NN1CCN(Cc2ccccc2)CC1)c1ccccc1,9.0%
